ALOX12 inhib: 12-hLO (ALOX12) enzyme inhibition; purified 12-hLO, xylenol orange hydroperoxide absorbance; 150,000 compounds, 0.12% hits; AID 1452; P18054; Potency, µM (doses to about 57.1 µM), for inactives: at the highest dose activity change, negative = inhibition, usual class: inhibitors; also: potency is read from the fitted curve at half-maximal effect; nearly all actives have a fitted effect of over 55% in size; many of its hits are not listed in these tables
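Xylenol orange chromogenic assay: hydroperoxide from 12hLO oxidises Fe(II), giving red-shifted Fe(III)-XO absorbance. Conditions: 150 nM enzyme, 40 uM arachidonic acid, 25 mM Hepes pH 7.0, 0.01% Triton X-100, 30 min, room temperature.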
IMPase cell inh: cell-permeable inhibitors of inositol monophosphatase (IMPase). CHO-M1 cells, IP1 accumulation, HTRF TR-FRET ratio. inhibition (IP1 accumulation), % at 46.1 µM. 120,000 tested, under 10 active. AID 901; active = well fitted curve in the direction sought with a large enough effect in the signal ratio, not every such curve was filed as active; inconclusive = small, poorly fitted or top-dose-only effect, or a change in a side signal; inactive = no such curve, though single readings can be large or run the other way; the % refers to the signal ratio;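 also: cells stimulated with carbachol in lithium chloride buffer; plate controls were DMSO basal wells for no effect and reference inhibitor wells for full effect; higher means more IMPase inhibition seen as more IP1 and lower FRET ratio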
Target sequence (P97697 whole entry, looked up): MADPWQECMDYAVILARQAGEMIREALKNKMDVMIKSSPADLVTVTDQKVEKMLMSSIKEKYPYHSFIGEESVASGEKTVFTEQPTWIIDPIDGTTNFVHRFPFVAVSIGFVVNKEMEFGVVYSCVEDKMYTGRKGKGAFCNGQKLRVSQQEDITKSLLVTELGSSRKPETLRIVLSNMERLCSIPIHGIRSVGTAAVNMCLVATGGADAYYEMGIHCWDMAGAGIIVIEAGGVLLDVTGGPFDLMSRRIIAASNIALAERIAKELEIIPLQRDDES
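The IP-One HTRF competitive assay in carbachol-stimulated CHO-M1 cells quantifies cellular IP1. Compounds spanned up to 46 uM final, and activity is expressed as AC50 from concentration-response fits of the ratio and donor data.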
ALOX15B inhib: inhibitors of human 15-lipoxygenase 2 (ALOX15B); O15296; purified 15hLO-2, xylenol orange hydroperoxide absorbance; Potency, µM (highest dose often 57.1 µM), for inactives: top-dose activity change, negative = inhibition, usual class: inhibitors; 110,000 compounds, 0.56% hits; also: potency is read from the fitted curve at half-maximal effect; nearly all actives have a fitted effect of over 60% in size; many of its hits are not listed in these tables
Target sequence (O15296 whole entry, looked up): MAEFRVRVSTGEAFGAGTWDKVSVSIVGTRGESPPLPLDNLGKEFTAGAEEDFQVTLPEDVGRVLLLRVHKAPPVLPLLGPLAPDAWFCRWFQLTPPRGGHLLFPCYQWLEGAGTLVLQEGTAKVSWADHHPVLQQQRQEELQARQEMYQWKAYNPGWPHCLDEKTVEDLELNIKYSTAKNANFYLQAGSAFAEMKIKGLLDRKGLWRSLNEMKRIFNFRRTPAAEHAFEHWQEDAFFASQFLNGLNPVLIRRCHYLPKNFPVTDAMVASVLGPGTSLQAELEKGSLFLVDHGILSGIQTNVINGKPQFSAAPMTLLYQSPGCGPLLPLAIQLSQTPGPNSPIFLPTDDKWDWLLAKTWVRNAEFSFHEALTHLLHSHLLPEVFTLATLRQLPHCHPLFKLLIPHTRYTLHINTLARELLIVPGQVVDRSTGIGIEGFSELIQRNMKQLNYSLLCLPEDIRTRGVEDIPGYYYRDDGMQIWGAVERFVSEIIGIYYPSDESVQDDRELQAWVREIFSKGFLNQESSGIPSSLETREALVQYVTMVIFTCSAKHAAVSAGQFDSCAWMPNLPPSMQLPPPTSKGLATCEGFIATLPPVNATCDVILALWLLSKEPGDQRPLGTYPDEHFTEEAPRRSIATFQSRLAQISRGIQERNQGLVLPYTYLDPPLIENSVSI
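Purified human 15hLO-2 (50 nM) preincubated 15 min with compound, then 45 uM arachidonic acid for 90 min at RT in 25 mM Hepes pH 7.5, 0.01% Triton X-100. Hydroperoxide detected by Fe-xylenol orange; 573/405 nm absorbance ratio.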
PNC assembly inh: inhibitors of perinucleolar compartment assembly; activity change (PNC), negative = inhibition, % at 10 µM; 140,000 compounds, 3.1% hits; PC3M PTB-GFP, PNC prevalence imaging, 16 h; active compounds read low;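 active = readout at or below -70, meaning at least 70% loss of cells showing the perinucleolar compartment, a nuclear body marking cancer cells; inconclusive = readout between -30 and a set limit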;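 also: plate controls were DMSO wells for no effect and camptothecin positive control wells for full effect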
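PC3M cells stably expressing PTB-GFP, 750–1000 cells/well, treated 16 h at 37 °C with compound (23 nl of library stock), in duplicate. After paraformaldehyde fixation and Hoechst stain, imaged at 20x; PNC prevalence scored by image analysis.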
* marks the source's active call; other numbers are inactive results; u = inconclusive; x = no result given; & = joins results of further samples; [ ] = another dose, or the depositor's remark. Unless noted, calls follow the shape of the dose curve; as a rule, active = well fitted curve in the direction sought with a large enough effect; inconclusive = small, poorly fitted or top-dose-only effect, or another doubt; inactive = no such curve, though single readings can be large; an effect the other way counts as inactive or inconclusive. Unless noted, % is scaled to controls: 0 for no effect and ±100 for the full control effect. A portion of the library; the hit share may differ from the screen's.

ALOX12 inhib	IMPase cell inh	ALOX15B inhib	molecule	PNC assembly inh
-1%	x	x	CC(C)(C)C(=O)NC(=S)N1CCOCC1	-26
-6%	-3	x	Cc1cccc(N2CCN(C(=O)C3CCCN(S(=O)(=O)c4cnc[nH]4)C3)CC2C)c1 (stereo not drawn)	13
0%	-8	x	Cc1ccc(-c2nnc(NCc3nc4ccccc4[nH]3)c3ccccc23)cc1S(=O)(=O)N1CCCCC1	u
-3%	1	x	N#Cc1ccsc1NC(=O)CN1CCN(c2ccc(O)cc2)CC1	-5
-14%	9	-5%	COc1ccc2[nH]c(=O)c(CN(Cc3ccco3)Cc3nnnn3Cc3ccccc3)cc2c1	-24
-3%	0	2%	COc1ccc(C2=NOC(C(=O)NC3CCCCC3)C2)cc1OC (stereo not drawn)	13
-4%	3	u	O=C(Nc1nc(-c2ccccc2)cs1)c1ccc(Br)o1	3
-1%	x	x	CC(=O)N1CN(C2CC(C)(C)NC(C)(C)C2)Cc2c1sc1c2CCCC1	-13
-4%[11.4 µM]	x	12%[11.4 µM]	CN1CCC(n2[nH]c(-c3ccccc3)c(Cc3ccccc3)c2=O)CC1	x
-3%	6	x	Cc1ccc(CN2CCN(/N=C\C(Br)=C\c3ccccc3)CC2)cc1	7
1%[11.4 µM]	x	-4%[11.4 µM]	O=S1(=O)[C@H]([C@H]2CC3c4ccccc4C2c2ccccc23)[C@@H](N2CCCCC2)[C@@H]1c1ccccc1	x
4%	5	1%	CC(C)(C)NC(=O)C(c1ccccn1)N(C(=O)C1CSC(=O)C1)c1ccc(F)cc1 (stereo not drawn)	-9
-3%	0	11%	CCOC(=O)C1CC=C(Cl)CC1C(=O)Nc1nccs1 (stereo not drawn)	u
2%	5	0%	CSc1ncc(C(=O)O)n1-c1ccc(F)cc1	u
0%	8	-11%	COc1cccc(NC(=O)C2C3C=CC(O3)C2C(=O)NCc2cccnc2)c1 (stereo not drawn)	u
-1%	-6	x	Fc1ccccc1CSc1nncn1NCc1cccs1	-4
0%	17	x	Cc1cc(/C=N/NC(=O)CC2(C)OCCO2)c(C)n1-c1cc(Cl)cc(Cl)c1	5
6%	7	x	COc1ccc(C2(CNC(=O)c3cccc([N+](=O)[O-])c3)CCOCC2)cc1	-5
-6%	3	2%	COC(=O)C1[C@H]2C(=O)N(Cc3cccs3)C[C@]23C=C[C@H]1O3 (stereo partly drawn)	u
-5%	2	15%	CCc1cc(=O)n2c([nH]c3ccccc32)c1C#N	0

Reformatted in markdown: entries from further up
| SMILES | ALOX12 inhib | IMPase cell inh | ALOX15B inhib | PNC assembly inh |
| --- | --- | --- | --- | --- |
| O=S1(=O)[C@H]([C@H]2CC3c4ccccc4C2c2ccccc23)[C@@H](N2CCCCC2)[C@@H]1c1ccccc1 | 1%[11.4 µM] | x | -4%[11.4 µM] | x |
| CC(C)(C)NC(=O)C(c1ccccn1)N(C(=O)C1CSC(=O)C1)c1ccc(F)cc1 (stereo not drawn) | 4% | 5 | 1% | -9 |
| CCOC(=O)C1CC=C(Cl)CC1C(=O)Nc1nccs1 (stereo not drawn) | -3% | 0 | 11% | u |
| CSc1ncc(C(=O)O)n1-c1ccc(F)cc1 | 2% | 5 | 0% | u |
| COc1cccc(NC(=O)C2C3C=CC(O3)C2C(=O)NCc2cccnc2)c1 (stereo not drawn) | 0% | 8 | -11% | u |

Other records:
ALOX12 inhib	IMPase cell inh	ALOX15B inhib	molecule	PNC assembly inh
-3%	-5	x	COc1cc([N+](=O)[O-])ccc1NC(=S)Nc1cc(C(=O)OC(C)C)cc(C(=O)OC(C)C)c1	-24
1%	-14	x	COc1ccc(-c2nnc(NC(=O)CSc3ccccc3)s2)cc1OC	15
-6%	12	-8%	CSc1nc2ccccc2cc1/C=C(\C#N)c1ccc(Cl)c(Cl)c1	8
3%	7[0.369 µM]	x	Cc1ccc(CNC(=O)CCCn2c(=O)c3ccccc3n(CC(=O)NCc3ccco3)c2=O)cc1	-28
10%	2	2%	COC(=O)c1ccc(CON2C(=O)c3ccccc3C2=O)cc1	-7
6%	x	x	COc1ccc(NS(=O)(=O)c2ccc(N/N=C(\C)c3ccncc3)c([N+](=O)[O-])c2)cc1	7
-7%	x	x	Cc1ccc(NC(=O)c2ccc(NCCN)c([N+](=O)[O-])c2)cc1Cl	1
0%	-3	5%	CCN(C(=O)COC(=O)C(Cc1ccccc1)N1C(=O)c2ccccc2C1=O)C1CCS(=O)(=O)C1 (stereo not drawn)	u
5%	2	1%	c1ccc(Cn2nnc3cnccc32)cc1	-14
-1%	-2	-2%	O=C1CC(C2CCCO2)C(=O)N1c1cccc(Cl)c1 (stereo not drawn)	29
1%	x	x	N#C/C(=C\c1ccc(-c2ccc(C(=O)O)cc2)o1)C(=O)NCC1CCCO1 (stereo not drawn)	-11
-4%	x	x	CN(C(=O)Cc1noc2ccccc12)c1ccccc1	26
0%	7	x	O=C(Nc1ccc(N2CCCC2)cc1)c1cccc(-c2cc3ccccc3oc2=O)c1	7
-1%	-2	-4%	Cc1cc(N)n(-c2ccc3ccccc3c2)n1	53
-6%	x	x	Cc1cc2ccccn2c1C(C[N+](=O)[O-])c1ccc(N(C)C)cc1 (stereo not drawn)	-21
-2%	8	1%	O=C(Cc1coc(-c2ccc(F)cc2)n1)NC1CCCCC1	26
-2%	u	-1%	CCCc1cc(=O)oc2c(C)c(O)c(CN3CCCCC3)cc12	-15
3%&5%	5&3	30%&5%[activator]	c1ccc2nc(C3=NCCN3)ccc2c1	x
-3%	3	18%	CCCN(CCC)CC(O)CN(c1cc([N+](=O)[O-])ccc1OC)S(=O)(=O)c1ccccc1 (stereo not drawn)	10
-15%	u	5%	CCN1CCN(Cc2c(O)ccc3c(=O)c(-c4ccc(OC)c(OC)c4)c(C(F)(F)F)oc23)CC1	-13
2%	-8	-2%	CC(Cl)C(=O)Nc1ncc(C(F)(F)F)cc1Cl (stereo not drawn)	1
1%	-1	-1%	COc1cccc(NC(=O)CSc2nnc(-c3cccs3)n2C)c1	-20
6%	-8	15%	Oc1c(C(c2cccs2)N2CCOCC2)sc2ncnn12 (stereo not drawn)	10
2%	6	-2%	CCN1CCN(C(=O)CN(Cc2ccccc2)S(C)(=O)=O)CC1	-6
-3%	0	x	COc1ccc(-c2nc(SCC(=O)NC3CCCC3)c(-c3ccc(OC)cc3)[nH]2)cc1	12
-12%	x	x	O=C(Nc1nc2ccc(F)cc2s1)C1=NN(c2ccccc2)C(=O)CC1	17
3%	1	-8%	Cc1cccc(NC(=O)CSc2nnc(-c3ccccc3)n2N)c1	11
0%	-7	1%	COC(=O)CCN(C(C)=O)c1ccc(N)cc1	1
-2%[25.6 µM]	-1[20.6 µM]	17%[25.6 µM]	C[C@@H](CCc1ccccc1)NC[C@H](O)c1ccc(O)c(C(N)=O)c1	x
-2%	x	x	Cc1ccc(NC(=O)c2ccc(Nc3c([N+](=O)[O-])cc([N+](=O)[O-])cc3[N+](=O)[O-])cc2)cc1	-16
0%	-3	x	CC1CCc2c(sc3ncnc(SCC(=O)c4ccccc4)c23)C1 (stereo not drawn)	20
-18%	19	-13%	Clc1ccc(-c2nc3cnccn3c2Nc2ccc3c(c2)OCO3)cc1	u
-3%	x	x	Cc1nc2cc3c(cc2c(C)c1C(=O)OC(C)C)OCO3	43
-3%	-4	3%	CCN1C(=O)CSC1=NC1C2CC3CC(C2)CC1C3 (stereo not drawn)	u
3%	3[1.84 µM]	-15%[11.4 µM]	O=S1(=O)CC(NCc2ccccc2)C(Nc2ccccc2)C1 (stereo not drawn)	-13
-4%	-4	x	COc1ccc(-c2[nH]c(-c3cccc(OC)c3)nc2SCC(=O)NC2CCCC2)cc1	-27
4%	11[1.84 µM]	2%[11.4 µM]	COC(=O)c1cc(NC(=O)C2COc3ccccc3O2)cc(C(=O)OC)c1 (stereo not drawn)	u
-2%	x	x	COC(=O)c1cccc(Cn2c(Cl)c(/C=N/Nc3ccccc3C)sc2=O)c1	17
-2%	x	x	CCC(=O)Oc1ccc(C(CC)C(CC)c2ccc(OC(=O)CC)cc2)cc1 (stereo not drawn)	-9
0%	x	x	CCOC(=O)c1cccc(S(=O)(=O)N2CCCC2)c1	31
20%	-1	x	CCc1c(C(=O)Nc2ncn(Cc3cccc(C)c3)n2)csc1C	150
-3%	x	x	COc1ccccc1NC(=O)CCSCCC(=O)Nc1ccccc1OC	-8
-6%	x	x	CCOC(=O)C1=C(CC)OC(N)=C(C#N)C1c1ccc(OC)c(C)c1OC (stereo not drawn)	13
0%	-1	x	CCC(=O)Nc1ccc(Cl)c(NC(=S)NC(=O)c2cc3ccccc3o2)c1	35
2%	-1	3%	Cc1ccn(C(=O)c2cc3ccccc3oc2=O)n1	-28
-7%	6	6%	FC(F)(F)c1cnc2c(-c3ccc(Cl)cc3Cl)noc2c1	34
2%	1	-9%	O=C1N=C(N2CCOCC2)S/C1=C/c1ccc(-c2ccccc2Cl)o1	-15
-2%	-3	x	C/C(CC(=O)Nc1ccccn1)=N\NC(=O)C(=O)Nc1cccc(C)c1	52
1%	x	x	COc1ccc(/C=N/N=C2\SC(CC(=O)O)C(=O)N2c2ccccc2)c(OC)c1 (stereo not drawn)	25
-6%	x	x	O=C(O)C(=O)Cc1c[nH]c2ccccc12	u

(list continues)
ALOX12 inhib	IMPase cell inh	ALOX15B inhib	molecule	PNC assembly inh
4%	11	x	O=C(Nc1nnc(CSCc2ccc(F)cc2)s1)c1cccc([N+](=O)[O-])c1	-18
-4%	4	-6%	Oc1ccc(-c2nnc(-c3ccc(O)cc3)nn2)cc1	16
-4%	-3	-1%	Cc1cc(NC(=O)CSc2nc(C(C)C)nc3c2c(=O)n(C)c(=O)n3C)no1	-25
1%	4	x	Nc1nc2n(n1)C(c1ccc(Cl)cc1)CC(c1ccc(F)cc1)N2 (stereo not drawn)	-119*
6%[11.4 µM]	x	-2%[11.4 µM]	O=C(O)/C(=C\c1ccccc1)c1ccccc1	x
7%	x	1%	CC(=O)N1CCC[C@@]2(CCN(C(=O)Nc3cccc(C#N)c3)C2)C1	x
4%	-13	1%[2.29 µM]	Cc1ccccc1C(=O)Nc1ccc(S(=O)(=O)N2CCN(C)CC2)cc1	-2
0%	3	1%	O=C(NC1(C(F)(F)F)C(=O)Nc2c1c(=O)[nH]c(=O)n2Cc1ccccc1)c1ccco1 (stereo not drawn)	-23
-5%	3	x	Fc1cccc(CSc2ccc(-c3ccc4c(c3)OCO4)nn2)c1	-22
1%	x	x	COC(=O)c1cc2occc2n1Cc1nc(-c2ccccc2C)oc1C	12
4%	6	11%	COc1ccc(OC2C(=O)N(c3ccc(F)cc3)C2c2ccc(OC)c(OC)c2)cc1 (stereo not drawn)	91
-1%	0	3%	COc1ccc(S(=O)(=O)Cc2ccc(C(=O)NCc3cccnc3)o2)cc1	u
-6%	4[9.22 µM]	7%	Cn1c(SCC(=O)c2ccc(F)cc2)nc2cccnc21	36
7%	0	-2%	CCCC(C)C(=O)Nc1ccc(Cl)cc1Cl (stereo not drawn)	4
-5%	-1	-10%	CCOC(=O)C1=C(C)NC(=O)CC1c1cc2c(cc1Br)OCO2 (stereo not drawn)	26
-5%	5	7%	Cc1ccc2cc(C(c3nnnn3C3CCCC3)N(Cc3cccnc3)Cc3ccco3)c(=O)[nH]c2c1 (stereo not drawn)	u
-7%	15	-2%	O=C(CSc1ncccn1)c1ccccc1Br	30
-1%	x	x	CCOC(=O)c1c(C)c(C)n(Cc2cccc(OC)c2OC)c1C	-17
-1%	-8	-6%	COc1ccc(Cl)cc1C(=O)Nc1ccc(S(=O)(=O)N2CCCC2)cc1	7
-11%	4	42%[activator]	Clc1cccc(-c2cc3nc4c(c(NCc5ccco5)n3n2)CCCC4)c1	8
-2%	-9	-7%	CCn1c(/C=N/n2cnnc2)nc2ccccc21	27
-4%	x	-3%	CC(N)C(O)c1cccc(O)c1 (stereo not drawn)	x
-2%	5	x	CCOC(=O)c1ccc(NC(=O)CCc2ccc(C)o2)cc1	85

Assay outcomes as filed in PubChem.
